Screening results from PubChem BioAssay.
TDP1 inh – blocks human tyrosyl-DNA phosphodiesterase 1 | Q9NUW8 | recombinant TDP1, AlphaScreen DNA substrate cleavage | Potency, µM (highest dose often 130 µM), for the others: at the top dose activity change, negative = inhibition, hits mostly inhibitors | hit rate 0.28% among 350,000; further: nearly all actives have a fitted effect of over 40% in size
Target sequence (Q9NUW8 whole entry, looked up): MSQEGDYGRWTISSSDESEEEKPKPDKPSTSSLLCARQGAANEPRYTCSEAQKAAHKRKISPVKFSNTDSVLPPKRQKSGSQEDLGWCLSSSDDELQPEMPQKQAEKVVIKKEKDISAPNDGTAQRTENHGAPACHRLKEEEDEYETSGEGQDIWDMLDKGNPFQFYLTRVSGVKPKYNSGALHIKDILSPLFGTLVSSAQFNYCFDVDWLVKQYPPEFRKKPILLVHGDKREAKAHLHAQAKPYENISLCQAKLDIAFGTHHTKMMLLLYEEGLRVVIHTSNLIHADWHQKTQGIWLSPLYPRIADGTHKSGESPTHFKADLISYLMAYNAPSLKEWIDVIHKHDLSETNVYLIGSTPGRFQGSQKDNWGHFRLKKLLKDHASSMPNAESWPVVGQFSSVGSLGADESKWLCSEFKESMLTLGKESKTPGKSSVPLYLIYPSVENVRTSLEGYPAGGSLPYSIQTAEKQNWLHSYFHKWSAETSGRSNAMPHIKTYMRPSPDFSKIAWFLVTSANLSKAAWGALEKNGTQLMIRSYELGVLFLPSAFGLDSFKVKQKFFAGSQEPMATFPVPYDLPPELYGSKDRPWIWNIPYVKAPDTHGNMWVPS
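Compounds were preincubated with Tdp1 (1 nM final) for 15 min at room temperature before substrate (15 nM final) started a 5 min reaction; beads (10 ug/ml final) were then added for 10 min before AlphaScreen detection.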
DT40 TDP1 no CPT – qHTS for Inhibitors of human tyrosyl-DNA phosphodiesterase 1 (TDP1): qHTS in cells in absence of CPT; Potency, µM (highest dose often 46.2 µM), for the others: at the highest dose activity change, negative = growth inhibition, hits mostly inhibitors; hit rate 15% among 420,000; AID 686978, 2013; DT40 Tdp1-/- hTDP1 cells, no CPT, ATP luminescence, 48 h; further: nearly all actives have a fitted effect of over 55% in size
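Cells were dispensed at 400 per well, compounds added by pin tool, plates incubated ≥48 hr at 37 °C, then CellTiter-Glo added for 30 min at room temperature before luminescence reading. Line: DT40 Tdp1-/- complemented with hTDP1; camptothecin omitted.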
TDP1 cell CPT – growth inhibition of DT40 Tdp1-/-;hTDP1 cells with camptothecin (screen for TDP1 inhibitors); Potency, µM (doses to about 46.2 µM), for inactives: at the top dose activity change, negative = growth inhibition, usual class: inhibitors; chicken DT40 Tdp1-/-;hTDP1 cells + 20 nM CPT, ATP luminescence, 48 h; hit rate 12% among 420,000; AID 686979; further: nearly all actives have a fitted effect of over 55% in size
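Cell growth measured by CellTiter-Glo luminescence after a minimum 48 h, 37 C compound exposure with 20 nM CPT in Tdp1-knockout DT40 cells stably expressing hTDP1, seeded 400/well; qHTS titration format.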
Numbers without * were called inactive; & = joins results of further samples; [ ] = dose if it differs, or a comment. The call rests on the fitted dose curve; in most records, active means well fitted curve in the direction sought with a large enough effect; inconclusive means small, poorly fitted or top-dose-only effect, or another doubt; inactive means no such curve, though single readings can be large; an effect the other way counts as inactive or inconclusive. On the % scale 0 is the no-effect control and ±100 the full control effect; potency means the concentration at half of the fitted maximal effect.

Clc1ccccc1OCc1nc(-c2ccc(Br)o2)no1 was read as TDP1 inh 9%, DT40 TDP1 no CPT -4% and TDP1 cell CPT 13%.
For CCn1c(SCC#N)nc2ccccc2c1=O the results were TDP1 inh 2%&3%, DT40 TDP1 no CPT inconclusive and TDP1 cell CPT inconclusive.
For CN(C(=O)c1ccc(OC2CCN(CCc3ccccc3)CC2)cc1)C1CCCCC1 the results were TDP1 inh 2%, DT40 TDP1 no CPT inconclusive and TDP1 cell CPT inconclusive.
Screening CCC(=O)N1CCc2cc(S(=O)(=O)NCCC(=O)Nc3ccc(OC)c(OC)c3)ccc21 returned TDP1 inh 5%, DT40 TDP1 no CPT -5% and TDP1 cell CPT -19%.
For C=CCOc1ccccc1/C=N/NC(=O)c1ccc(Cl)cc1Cl the results were TDP1 inh 3%, DT40 TDP1 no CPT inconclusive and TDP1 cell CPT -5%.
Screening O=[N+]([O-])c1cc(Cl)cc(/C=N/NC(=S)Nc2cc(S(=O)(=O)N3CCOCC3)ccc2Cl)c1O returned TDP1 inh 11%, DT40 TDP1 no CPT inconclusive and TDP1 cell CPT inconclusive.
Screening CCc1nc2ccc(C(=O)N(C)CCCN(C)C)cn2c1N(C)C(=O)C1CCCCC1 returned DT40 TDP1 no CPT -11% and TDP1 cell CPT -7%.
`COc1ccc(CCNS(=O)(=O)c2cc(/C=C/C(=O)O)ccc2C)cc1OC` gave TDP1 inh 3%, DT40 TDP1 no CPT -22% and TDP1 cell CPT -7%.
For C=C1C2(C(=O)NCc3ccco3)CCC(C2)C1(C)C (centres undefined) the results were TDP1 inh 5%, DT40 TDP1 no CPT -8% and TDP1 cell CPT 1%.
Cc1cccc(-n2c(C)cc(C=C3C(=O)c4ccccc4C3=O)c2C)c1 was read as TDP1 inh 6%, DT40 TDP1 no CPT 13µM* and TDP1 cell CPT inconclusive.
Screening Cc1ccc(-c2nc3ccccn3c2Nc2ccccc2)o1 returned TDP1 inh 3%, DT40 TDP1 no CPT inconclusive and TDP1 cell CPT -21%.
O=C(COC(=O)c1ccc(CNS(=O)(=O)c2ccc(F)c(Cl)c2)cc1)NC1CCCCCCC1 was read as TDP1 inh 4%, DT40 TDP1 no CPT -28% and TDP1 cell CPT -19%.
For CCN(C(=O)COC(=O)CCCOc1ccc(Cl)cc1C)c1c(N)n(Cc2ccccc2)c(=O)[nH]c1=O the results were DT40 TDP1 no CPT 16µM* and TDP1 cell CPT 15µM*.
CCOc1ccccc1NC(=O)C(OC(=O)c1ccc(NC(=O)CC#N)cc1)c1ccccc1 (centres undefined) was read as TDP1 inh -3%, DT40 TDP1 no CPT inconclusive and TDP1 cell CPT -26%.
Screening Cc1ccc(NC(=O)COc2cccnc2[N+](=O)[O-])cc1S(=O)(=O)N1CCCCC1 returned TDP1 inh 8%, DT40 TDP1 no CPT 21µM* and TDP1 cell CPT 13µM*.
`O=C(CCS(=O)(=O)c1ccccc1)NC12CC3CC(CC(C3)C1)C2` gave TDP1 inh 4%, DT40 TDP1 no CPT -16% and TDP1 cell CPT -5%.
`COc1cc(C(=O)O/N=C2\CCCc3c2ccc(OC)c3[N+](=O)[O-])cc(OC)c1OC` gave TDP1 inh 2%, DT40 TDP1 no CPT 3.3µM* and TDP1 cell CPT 10µM*.
O=C(NC1=NCCS1)c1cc(-c2cccs2)nc2ccccc12 was read as DT40 TDP1 no CPT -29% and TDP1 cell CPT -5%.
CCOc1ccc(N2C(=O)S/C(=C\c3ccc(O)c(OCC)c3)C2=O)cc1 was read as DT40 TDP1 no CPT 16µM* and TDP1 cell CPT -101%.
`CCOC(=O)c1c(C)sc2c1N(C(=O)CCl)c1cc(Cl)ccc1S2` gave TDP1 inh 5%, DT40 TDP1 no CPT 4.1µM* and TDP1 cell CPT 4.1µM*.
`CN(C)CCCNC(=O)COc1ccc(Br)cc1Cl` gave TDP1 inh 0%, DT40 TDP1 no CPT 0% and TDP1 cell CPT -2%.
Screening Cc1[nH]c2ccccc2c1/C=C(/C#N)C(=O)NC(C)C returned TDP1 inh 5%, DT40 TDP1 no CPT -10% and TDP1 cell CPT -5%.
For C=CCn1c(SCCOc2ccc(OC)cc2)nnc1C(C)NC(=O)Cc1ccc(OC)cc1 (centres undefined) the results were TDP1 inh -5%, DT40 TDP1 no CPT inconclusive and TDP1 cell CPT -25%.
C[C@H](CO)N1C[C@H](C)[C@@H](CN(C)CC2CCCCC2)Oc2c(NS(=O)(=O)c3ccc(F)cc3)cccc2C1=O was read as TDP1 inh 1%, DT40 TDP1 no CPT -18% and TDP1 cell CPT inconclusive.
For O=C(CSc1ccccc1Cl)c1ccco1 the results were TDP1 inh -6%, DT40 TDP1 no CPT 8.2µM* and TDP1 cell CPT 21µM*.
CCOC(=O)c1ccc(CSc2nnc(N)s2)cc1 was read as TDP1 inh 4%, DT40 TDP1 no CPT -12% and TDP1 cell CPT inconclusive.
For COc1cccc(CC2(CO)CCCN(Cc3cn[nH]c3-c3ccccc3)C2)c1 (centres undefined) the results were TDP1 inh 6%, DT40 TDP1 no CPT -24% and TDP1 cell CPT -13%.
Screening COc1ccc(NC(=O)C2CCC2)cc1S(=O)(=O)N1CCOCC1 returned TDP1 inh 2%, DT40 TDP1 no CPT 2% and TDP1 cell CPT -7%.
Screening COc1ccc(C(=O)O/N=C(\N)c2ccccc2)c(OC)c1 returned TDP1 inh 3%, DT40 TDP1 no CPT inconclusive and TDP1 cell CPT inconclusive.
Cn1c(-c2ccccc2)cnc1NCc1cc2c(cc1[N+](=O)[O-])OCO2 was read as TDP1 inh 0%, DT40 TDP1 no CPT inconclusive and TDP1 cell CPT -14%.

Overlap with the part before: two entries, followed by the next part.
Screening COc1ccc(C(=O)O/N=C(\N)c2ccccc2)c(OC)c1 returned TDP1 inh 3%, DT40 TDP1 no CPT inconclusive and TDP1 cell CPT inconclusive.
Cn1c(-c2ccccc2)cnc1NCc1cc2c(cc1[N+](=O)[O-])OCO2 was read as TDP1 inh 0%, DT40 TDP1 no CPT inconclusive and TDP1 cell CPT -14%.
`O=C(Nc1ccc(N2CCOCC2)cc1)c1cccc(S(=O)(=O)N2CCC(Cc3ccccc3)CC2)c1` gave TDP1 inh -2%, DT40 TDP1 no CPT inconclusive and TDP1 cell CPT -24%.
Screening Cc1cccc(NS(=O)(=O)c2cccs2)n1 returned TDP1 inh 2%, DT40 TDP1 no CPT 4% and TDP1 cell CPT -1%.
CN(C)/C=N/c1cc(=O)[nH]c(=O)n1CC1CC1 was read as TDP1 inh -3%&-1%, DT40 TDP1 no CPT 11% and TDP1 cell CPT 1%.
COc1ccc(NC(=O)COC(=O)CNC(=O)C2CCCCC2)cc1 was read as TDP1 inh 0%, DT40 TDP1 no CPT -12% and TDP1 cell CPT 18%.
`CC(=O)c1ccc(NS(=O)(=O)c2cccc(C)c2)cc1` gave TDP1 inh 5%, DT40 TDP1 no CPT -26% and TDP1 cell CPT -27%.
CC1CCCC(NC(=O)COC(=O)C2=COCCO2)C1C (centres undefined) was read as DT40 TDP1 no CPT inconclusive and TDP1 cell CPT -9%.
Screening Cc1cc(C(=O)OCC(=O)NC(=O)NC(C)(C)C)c(C)o1 returned TDP1 inh -1%, DT40 TDP1 no CPT -20% and TDP1 cell CPT -4%.
COC(=O)c1ccc(CN(C)S(=O)(=O)c2ccc(C)cc2)o1 was read as TDP1 inh 3%, DT40 TDP1 no CPT -1% and TDP1 cell CPT -21%.
CCOc1cccc(CNC(=O)c2ccc(N3CCCC3)c(NC(=O)Nc3ccccc3CC)c2)c1 was read as TDP1 inh -9%, DT40 TDP1 no CPT inconclusive and TDP1 cell CPT inconclusive.
Screening O=C(CC[C@H]1O[C@@H](n2ccc(=O)[nH]c2=O)[C@H](O)[C@@H]1O)N[C@H](Cc1ccccc1)C(=O)NCc1ccco1 returned DT40 TDP1 no CPT 24% and TDP1 cell CPT 8%.
For COc1ccc(C(=O)N/C(=C/c2ccccc2F)C(=O)NCCN2CCOCC2)cc1OC the results were TDP1 inh 4%, DT40 TDP1 no CPT 33%[activator] and TDP1 cell CPT -14%.
Screening CC1CCN(C(=O)CSc2nc(-c3ccccc3)no2)CC1 returned TDP1 inh -3%, DT40 TDP1 no CPT -25% and TDP1 cell CPT -16%.
Screening O=C(O)c1cnn2c1NC(c1cccs1)CC2C(F)(F)F (centres undefined) returned TDP1 inh 1%, DT40 TDP1 no CPT -13% and TDP1 cell CPT -17%.
`O=C(NCc1ccc(Cl)cc1)C1CCC(CNc2c(N3CCCC3)c(=O)c2=O)CC1` (centres undefined) gave TDP1 inh -2%, DT40 TDP1 no CPT -4% and TDP1 cell CPT -4%.
CC(C)N1CCN(Cc2cnc(-c3ccccc3)s2)CC1CCO (centres undefined) was read as TDP1 inh 6%, DT40 TDP1 no CPT -3% and TDP1 cell CPT -16%.

The last three compounds of the part above open the next one.
Screening O=C(O)c1cnn2c1NC(c1cccs1)CC2C(F)(F)F (centres undefined) returned TDP1 inh 1%, DT40 TDP1 no CPT -13% and TDP1 cell CPT -17%.
`O=C(NCc1ccc(Cl)cc1)C1CCC(CNc2c(N3CCCC3)c(=O)c2=O)CC1` (centres undefined) gave TDP1 inh -2%, DT40 TDP1 no CPT -4% and TDP1 cell CPT -4%.
CC(C)N1CCN(Cc2cnc(-c3ccccc3)s2)CC1CCO (centres undefined) was read as TDP1 inh 6%, DT40 TDP1 no CPT -3% and TDP1 cell CPT -16%.
`O=C(Nc1nnc(SCc2ccc(F)cc2)s1)c1ccc2ncsc2c1` gave DT40 TDP1 no CPT 7% and TDP1 cell CPT 0%.
Screening O=Cc1ccccc1C=O returned DT40 TDP1 no CPT inconclusive and TDP1 cell CPT 9.4µM*.
For COc1ccccc1NC(=O)Cn1cnc2c(nc3n2CCCCC3)c1=O the results were TDP1 inh 2%&-2%, DT40 TDP1 no CPT -8%&-5% and TDP1 cell CPT 24%&-3%.
`CSc1nc2ccc(Cl)cc2[nH]1` gave TDP1 inh 2%, DT40 TDP1 no CPT inconclusive and TDP1 cell CPT inconclusive.
`COc1ccc(-c2nnc(SCc3ccc(C(=O)O)cc3)n2C)cc1OC` gave DT40 TDP1 no CPT 0% and TDP1 cell CPT 1%.
For COc1cc(C2C(C(=O)c3cc4ccccc4o3)=C(O)C(=O)N2CCN2CCOCC2)ccc1OCCC(C)C (centres undefined) the results were TDP1 inh 6%, DT40 TDP1 no CPT inconclusive and TDP1 cell CPT -28%.
For CCc1nn(CC(=O)NCCCN2CCN(C)CC2)c(=O)c2cc3sccc3n12 the results were TDP1 inh 0%, DT40 TDP1 no CPT 17% and TDP1 cell CPT -11%.
Screening Cn1c(SCC(=O)c2ccc(F)cc2)nnc1-c1cnccn1 returned TDP1 inh 5%, DT40 TDP1 no CPT -3% and TDP1 cell CPT -3%.
`CCOc1cc(/C=C2\C(=O)N(CCc3ccc(OC)c(OC)c3)C(C)=C2C(=O)OC)ccc1O` gave TDP1 inh 5%, DT40 TDP1 no CPT 23µM* and TDP1 cell CPT inconclusive.
`O=C(NCc1ccco1)C1Cc2ccccc2CN1S(=O)(=O)c1ccccc1F` (centres undefined) gave DT40 TDP1 no CPT inconclusive and TDP1 cell CPT 18µM*.
O=C(COc1ccccc1)Nc1ccc2[nH]ncc2c1 was read as DT40 TDP1 no CPT inconclusive and TDP1 cell CPT 5%.
`COc1cccc(C(C)(O)c2nc(-c3csc4ccccc34)cs2)c1` (centres undefined) gave DT40 TDP1 no CPT -92% and TDP1 cell CPT inconclusive.
`COc1ccc(C(=O)Nc2nnc(S(=O)(=O)N(C)c3ccc(C)cc3)s2)cc1` gave TDP1 inh -9%, DT40 TDP1 no CPT inconclusive and TDP1 cell CPT -29%.
COc1ccccc1-c1cc2nc(C)c(CCC(=O)NC3CCCCC3)c(C)n2n1 was read as TDP1 inh 2%, DT40 TDP1 no CPT -19% and TDP1 cell CPT 5%.
For CN(C)S(=O)(=O)c1ccc2c(c1)c(=O)c(C(=O)N1CCOCC1)cn2C the results were TDP1 inh 0%, DT40 TDP1 no CPT -20% and TDP1 cell CPT 0%.
For Fc1ccc(/C=N/NC(=S)Nc2cccnc2)cc1F the results were TDP1 inh 4%, DT40 TDP1 no CPT inconclusive and TDP1 cell CPT inconclusive.
For COc1cc(OC)cc(C(=O)NCC(=O)Nc2ccc(C)c(Cl)c2)c1 the results were DT40 TDP1 no CPT -10% and TDP1 cell CPT 29%.

Quoted at random: 2 entries already listed
For Fc1ccc(/C=N/NC(=S)Nc2cccnc2)cc1F the results were TDP1 inh 4%, DT40 TDP1 no CPT inconclusive and TDP1 cell CPT inconclusive.
`O=C(Nc1nnc(SCc2ccc(F)cc2)s1)c1ccc2ncsc2c1` gave DT40 TDP1 no CPT 7% and TDP1 cell CPT 0%.
